Screening data deposited in PubChem by several laboratories.
aDG glyco up: activators of alpha-DG glycosylation, primary screen, uHTS, Pro5-aDG cells, AlphaScreen; activation, % at 10 µM; alpha-DG glycosylation AlphaScreen (IIH6); 0% Pro5, 100% B10-LARGE cell signal; AID 624168, 2012; 360,000 tested, 0.22% active;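 active = activation of at least 8% versus controls, or a plate z-score of at least 8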;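 note: Pro5 are CHO cells carrying HIG-tagged alpha-DG that lacks glycosylation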
KKLEB cytotox: cytotoxicity in KKLEB CF airway cells, primary screen, cytotoxicity control for CF NF-kB inhibitor project, cell-based, uHTS, fluorescence assay plates; KKLEB CF airway cells viability, ATPlite luminescence, overnight; hits give low values; cells stimulated with P. aeruginosa culture filtrate; activity change (cytotoxicity), % at 5 µM; 360,000 tested, 0.36% active; AID 602141, 2011;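 active = corrected activity change at or below -50% at 5 µM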
CF NFkB block: inhibitors of PAF-induced NF-kB signaling, primary screen, cell-based, GFP fluorescence, uHTS. 360,000 tested, 0.86% active. AID 588850, 2011. inhibition, % at 5 µM. KKLEB NF-kB-GFP reporter, GFP fluorescence overnight;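 active = at least 50% inhibition at 5 µM, scaled per plate between neutral and stimulator controls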;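 note: PAF is a Pseudomonas aeruginosa culture filtrate used as stimulus; plate controls were PAF-stimulated DMSO wells for no effect and unstimulated DMSO wells for full effect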
TWEAK Fn14 block: inhibitors of TWEAK-Fn14 signaling, primary screen, luciferase reporter cells, uHTS. TWEAK-stimulated Fn14 reporter cells, luciferase luminescence, 8 h. inhibition, % at 10 µM. 360,000 tested, 2% active. AID 1159606, 2016; in the data active = inhibition above about 50%
Peg3 prom inh: Peg3 promoter-driven luciferase inhibitors, primary screen, cell-based, HeLa, luciferase luminescence; HeLa PEG-Prom luciferase reporter, overnight; inhibition, % at 20 µM; 360,000 tested, 1.7% active;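 active = inhibition of at least 50% at 20 µM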
hiPSC survival: enhancers of single-cell hiPSC survival, primary screen, ATPlite luminescence; 100% = ROCK inhibitor wells, 0% = DMSO; survival enhancement, % at 20 µM; 360,000 tested, 0.044% active; in the data active = survival enhancement above about 18%;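 note: cells exposed to compounds for 16 hours before the ATP read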
NR2E3 ag-1: NR2E3 agonists in two-hybrid cells, primary screen, cell-based, luminescence, CHO-S, Gal4-NCOR/VP16-NR2E3; AID 602229, 2012; 360,000 tested, 0.35% active; luciferase; inhibition of corepressor binding, % at 3.98 µM; Photoreceptor-specific nuclear receptor (Homo sapiens), Q9Y5X4;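 active = inhibition above the mean of all tested compounds plus 3 SD, cut at about 70% in these data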;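 note: 0% = DMSO with NR2E3 transfected cells and 100% = cells lacking NR2E3 construct; higher means lower luciferase signal from less NR2E3 corepressor binding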
Target sequence (Q9Y5X4 whole entry, looked up, the tested form may be a part): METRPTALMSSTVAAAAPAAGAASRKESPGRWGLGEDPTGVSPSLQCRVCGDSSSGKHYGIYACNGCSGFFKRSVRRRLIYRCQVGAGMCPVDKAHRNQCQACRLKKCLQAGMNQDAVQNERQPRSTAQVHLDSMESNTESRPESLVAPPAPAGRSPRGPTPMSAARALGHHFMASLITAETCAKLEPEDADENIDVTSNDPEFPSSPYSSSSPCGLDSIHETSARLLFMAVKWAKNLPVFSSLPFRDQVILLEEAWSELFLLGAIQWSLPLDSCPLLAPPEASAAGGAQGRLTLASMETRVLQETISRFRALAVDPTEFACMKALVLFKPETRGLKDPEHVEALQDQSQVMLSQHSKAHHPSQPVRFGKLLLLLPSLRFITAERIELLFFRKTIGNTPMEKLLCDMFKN
NR2E3 ag-2: inhibitors of NR2E3-RetCOR corepressor binding, primary screen, NR2E3 agonist project, biochemical, TR-FRET, GST-NR2E3, biotin-RetCOR | Photoreceptor-specific nuclear receptor (Homo sapiens), Q9Y5X4 | 1536-well | inhibition of corepressor binding, % at 4.78 µM | 320,000 tested, 0.12% active | AID 2300, 2010;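 active = percent inhibition above the cutoff of mean plus 3 SD of all tested compounds, set per screening campaign, cut at about 20% in these data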;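 note: 0% = DMSO wells and 100% = biotin wells as full block of FRET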
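Material: NR2E3–RetCOR corepressor complex / Incubation: Compound–protein incubation for 5 h at 4 °C / Dosing: compound at 4.8 µM, single dose / Detection: time-resolved FRET / Benchmarks: high control biotin, low control 0.6% DMSO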
HIF-2a block: HIF-2a reporter inhibitors, primary screen, luminescence, 786-0 RCC cells | 360,000 tested, 0.72% active | inhibition, % at 18.8 µM | 786-0 RCC cells HIF-2a reporter, luciferase luminescence, overnight;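 active = inhibition of the luminescence signal of 40% or more relative to plate controls, in a single-dose primary screen at 18.75 µM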
TRPM1 prom inh: inhibitors of MITF-dependent TRPM1 promoter reporter, primary screen, cell-based, SK-MEL-5, single point, luciferase; SK-MEL-5 TRPM1 promoter luciferase, 24 h; inhibition, % at 12.5 µM; 330,000 tested, 0.83% active;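 active = mean inhibition across replicates of 60% or more, whatever share of single replicates reaches that level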; note: values of inactives mirror those of a sister screen read the other way
Shn3 inh set2: reduction of Shn3 3'UTR firefly luciferase signal, primary screen, Schnurri-3 inhibitor project, cell-based, Clone20 osteoblasts, set 2; Clone20 osteoblast Shn3 3'UTR firefly luciferase, 24 h; inhibition, % at 12.5 µM; 360,000 tested, 0.52% active;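 active = mean inhibition of at least 75% with every replicate also reaching 75%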;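 note: 0% = median of neutral control wells and 100% = pilot-screen positive control compound; some compounds past the cut are filed as inactive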
Starred values were filed as active, the others as inactive; . = not tested or not shown.

Values run as follows: NR2E3 ag-1, Peg3 prom inh, TWEAK Fn14 block, Shn3 inh set2, TRPM1 prom inh, hiPSC survival, aDG glyco up, NR2E3 ag-2, KKLEB cytotox, HIF-2a block, CF NFkB block
CCOP(=O)(OCC)C(Nc1cccc([N+](=O)[O-])c1)c1ccc(N(C)C)cc1 (stereo not given)
  -7, 14, -1, -1, ., -0.5, -0.2, 3, -26, 8, 17
COC(=O)C1=C(C)N(c2ccc(Cl)cc2)/C(=C/c2ccc(O)cc2)C1=O
  3, 35, 57*, -13, 16, -2.5, 0.3, -4, 6, 9, 9
COc1ccccc1CNC(=O)c1c(-c2ccccc2Cl)noc1C
  -37, 16, -3, -4, -1, 0.3, -0.1, 1, 0, 20, -18
CCCc1c(OCCCCc2nn[nH]n2)ccc(C(C)=O)c1O
  -20, 20, -10, 7, -11, 5.7, 0.2, 3, 14, 5, 21
Cc1ccc(S(=O)(=O)N2C[C@H]3[C@H]4C(=O)N(c5ccccc5)C(=O)[C@H]4C[C@H](OC(=O)NCc4ccco4)[C@@]3(O)C2)cc1
  -33, 7, 10, -4, ., -0.1, 0.3, ., 1, 5, 11
Cc1nc(N)sc1C(=O)N/N=C/c1cccnc1
  2, 12, 14, -18, -2, 0.4, 0.1, -2, -6, 5, 0
O=C(c1ccc(Cl)cc1)N1CCC(c2nc(-c3cccs3)no2)CC1
  -5, 17, 8, 16, -4, 5.6, 0.3, -1, 7, -1, 11
Nc1ccc(C(=O)N/N=C\c2cc(N=Nc3cccc4ccccc34)ccc2O)cc1
  -20, 27, 17, 89*, 40, -1.1, -0.2, -1, 6, -41, 7
CN1CCN(C2=CC3=CC(=C(C#N)C#N)CCC3CC2)CC1 (stereo not given)
  -14, 21, -12, 7, -9, -0.4, -0.3, ., 6, 7, -184
O=C(O)CCSc1nnc(COc2ccc(Cl)cc2)n1-c1ccccc1
  -21, 6, 15, -6, 7, -0.5, -0.1, 1, -13, 17, 10
O=C(CSc1nnc(-c2ccccc2Cl)o1)N1CCCCC1
  -76, -209, -27, -55, -62, 0.3, -0.2, -2, -1, -247, 20
CCN(c1ccc(OC)cc1)S(=O)(=O)N1CCCC(C(=O)NCc2ccccc2Br)C1 (stereo not given)
  -2, 9, 15, 24, 3, 0.9, 0.4, 2, -6, 4, -8
Cc1ccc(S(=O)(=O)N2CCN(C(=O)c3cc4c(s3)CCCC4)CC2)cc1
  -8, -1, 6, 21, 3, 0.5, 0.7, 1, 14, -15, -8
CCOc1ccc(/C=C(\C#N)C(=O)NC2CC2)c(OCC)c1
  -9, 17, -32, 11, 3, -0.1, -0.1, 2, 1, 5, -7
Cc1noc(N)c1C(=O)Nc1ccc(F)c(Cl)c1
  -37, -7, -3, -7, -8, 0.1, -0.1, -5, -2, -1, 4
Cc1cc(C(=O)NNC(=O)Cc2ccc(Cl)c(Cl)c2)c(C)o1
  -5, 9, 2, -4, -1, -0.5, -0.1, ., -9, 12, 30
O=S(=O)(Nc1ccc(Br)cn1)c1ccc2ccccc2c1
  4, 18, 12, -5, 12, 0.0, 0.0, 4, 8, 13, -3
CC12CCC(=O)N1C(C(=O)N1CCN(S(=O)(=O)c3cccc(C(F)(F)F)c3)CC1)CS2 (stereo not given)
  11, 1, 2, -6, -6, -0.4, 0.2, -2, 7, -4, 10
Fc1c(F)c(F)c(N=Cc2ccc3ncccc3c2)c(F)c1F
  -3, 14, 2, 8, 11, 1.6, -0.4, 1, 18, -6, 1
N#CC1=C(S)N(c2ccc(F)cc2)C(c2cccs2)NC1=O (stereo not given)
  -11, 9, -3, 6, -4, 1.5, -0.1, ., 9, 10, -7
O=C(NC1CCCC1)C(c1ccncc1)N(C(=O)Cn1nnc(-c2ccccc2F)n1)c1cccc(F)c1 (stereo not given)
  -13, 2, 1, -6, 4, 0.4, -0.2, -4, -3, 13, 8
CCC(C)Nc1nc(-c2ccc3c(c2)NC(=O)CO3)cs1 (stereo not given)
  0, -145, 5, -27, -40, -1.3, -0.1, 1, -2, -41, 1
CC(C)NC(=O)COc1ccccc1C#N
  -1, 8, 9, 8, 1, 0.9, -0.3, -2, 7, 13, 8
CC(C)N(Cc1ccccc1)CC(O)COc1ccc(S(=O)(=O)N2CCOCC2)cc1Cl (stereo not given)
  1, 7, -1, 27, -2, 1.2, 0.1, 2, 5, 14, 11
CC(=O)N/C(=C\c1ccccc1)C(=O)OCC(=O)c1c(N)n(CC(C)C)c(=O)n(C)c1=O
  -10, 22, -9, 3, 13, -0.4, 0.1, -3, -26, 17, 13
O=C(Cc1ccccc1)NCC(=O)OCC(=O)c1ccccc1Cl
  3, 1, -4, 4, -4, -0.6, 0.1, 2, 4, 10, 0
COC(=O)C1=C(C)N(c2ccc(F)cc2)C(=O)C1
  -4, -8, 2, -9, 3, -0.6, 0.2, 3, -13, 7, 10
COc1ccc(N2CCN(Cc3csc(C)c3-c3ccc(C)cc3)CC2)cc1
  -20, 28, 15, 3, 1, -0.4, -0.3, -1, 1, 18, 6
CCN(CC)C(=O)COc1coc(CN2CCN(c3cccc(Cl)c3)CC2)cc1=O
  -21, 6, 5, 1, 1, -0.6, 0.2, 3, -8, 14, 13
Cc1ccc(NC(=O)CNCc2ccccc2)c(Br)c1
  -38, -161, -28, -55, -22, -0.6, 0.4, 2, 0, -236, 9
CC(C)Oc1ccc(F)cc1-c1cc(C(=O)Nc2ccc(C(C)(C)C)cc2)[nH]n1
  -19, 9, -24, 15, ., -1.8, 0.2, ., -6, -4, -11
O=S(=O)(Nc1cccc2ccccc12)N1CCCC1
  -13, 5, 0, -19, 0, -0.1, -0.1, -1, -10, 0, 7
CC(=O)Nc1ccc(C(=O)N2CCCCC2c2cc(C(=O)Nc3cccc(C#N)c3)no2)cc1 (stereo not given)
  -1, 4, 4, -16, ., -2.0, -0.1, ., 10, -7, -24
Cc1cc(C(=O)NCc2cc(C(=O)O)oc2C)c(C)o1
  12, -17, -1, 26, -2, 0.9, -0.2, 2, 2, 12, -9
O=C(COC(=O)C1CC2C=CC1C2)Nc1c(Br)cc([N+](=O)[O-])cc1Br (stereo not given)
  -6, 9, -33, -7, 21, -2.8, 0.3, ., 8, 4, 0
CC[C@@H](C)[C@H](NC(=O)Cc1c(C)c2c(cc(C)c3c(C)c(C)oc32)oc1=O)C(=O)O
  -33, 13, 1, 1, 6, 0.8, 0.0, ., -2, 14, 0
CSc1cccc(NC(=S)NN(C)C)c1
  -14, -67, -20, 1, -5, 0.5, 0.0, 2, -14, -45, -12
COc1ccc(CCNC(=O)CN2c3cccc4cccc(c34)S2(=O)=O)cc1OC
  7, -4, -14, -4, -7, 0.3, 0.0, 7, -12, 7, 16
O=C(c1cc(C2CC2)nn1-c1ccccc1)N1CCN(S(=O)(=O)c2ccccc2F)CC1
  12, 11, 17, -4, ., 2.2, 0.0, ., -2, 18, 15
CCOc1ccccc1CNC(=O)Cn1ccc2cc(S(=O)(=O)N3CCCC3)ccc21
  13, 7, 0, 36, 1, -0.2, 0.0, 1, -6, 3, 5

Taken from the entries so far, 2 compounds:
Values run as follows: NR2E3 ag-1, Peg3 prom inh, TWEAK Fn14 block, Shn3 inh set2, TRPM1 prom inh, hiPSC survival, aDG glyco up, NR2E3 ag-2, KKLEB cytotox, HIF-2a block, CF NFkB block
CCOP(=O)(OCC)C(Nc1cccc([N+](=O)[O-])c1)c1ccc(N(C)C)cc1 (stereo not given)
  -7, 14, -1, -1, ., -0.5, -0.2, 3, -26, 8, 17
COC(=O)C1=C(C)N(c2ccc(Cl)cc2)/C(=C/c2ccc(O)cc2)C1=O
  3, 35, 57*, -13, 16, -2.5, 0.3, -4, 6, 9, 9

(continued)
Values run as follows: NR2E3 ag-1, Peg3 prom inh, TWEAK Fn14 block, Shn3 inh set2, TRPM1 prom inh, hiPSC survival, aDG glyco up, NR2E3 ag-2, KKLEB cytotox, HIF-2a block, CF NFkB block
NC(=O)c1ccc(NC(=O)c2ccc3c(c2)CCN3S(=O)(=O)c2ccccc2)cc1
  7, 5, 24, 11, 9, -0.2, -0.2, 1, 4, -2, -23
CCOC(=O)[C@@H]1[C@H]2COc3ccccc3[C@@H]2N2C(=O)N(c3ccc(Br)cc3)C(=O)[C@@]12C
  -19, 5, 13, -6, ., 2.7, -0.5, ., -22, 6, -6
Cc1cccc(N2CCN(CC(=O)Nc3ccccc3[N+](=O)[O-])CC2)c1C
  -3, 18, -1, 6, 10, 0.6, -0.3, 6, 7, 9, 16
O=C(O)c1ccc(NC(=S)NCc2ccccc2)cc1
  -8, -6, -8, -13, -6, 0.5, 0.0, 1, 10, -13, 4
Cc1ccc(-c2cc(-c3ccccc3[N+](=O)[O-])[nH]n2)c(O)c1
  -152, -280, -34, -40, -61, -2.0, 0.0, 0, -3, -398, -32
CCN(CC(=O)NCc1ccc(F)cc1)C(=O)C1CC1C (stereo not given)
  -11, 8, 4, -2, 6, -0.6, -0.2, 5, 2, 5, 3

An excerpt from above in order of number of heavy atoms, falling:
Values run as follows: NR2E3 ag-1, Peg3 prom inh, TWEAK Fn14 block, Shn3 inh set2, TRPM1 prom inh, hiPSC survival, aDG glyco up, NR2E3 ag-2, KKLEB cytotox, HIF-2a block, CF NFkB block
Cc1ccc(S(=O)(=O)N2C[C@H]3[C@H]4C(=O)N(c5ccccc5)C(=O)[C@H]4C[C@H](OC(=O)NCc4ccco4)[C@@]3(O)C2)cc1
  -33, 7, 10, -4, ., -0.1, 0.3, ., 1, 5, 11
O=C(c1cc(C2CC2)nn1-c1ccccc1)N1CCN(S(=O)(=O)c2ccccc2F)CC1
  12, 11, 17, -4, ., 2.2, 0.0, ., -2, 18, 15
CCOC(=O)[C@@H]1[C@H]2COc3ccccc3[C@@H]2N2C(=O)N(c3ccc(Br)cc3)C(=O)[C@@]12C
  -19, 5, 13, -6, ., 2.7, -0.5, ., -22, 6, -6
O=C(CSc1nnc(-c2ccccc2Cl)o1)N1CCCCC1
  -76, -209, -27, -55, -62, 0.3, -0.2, -2, -1, -247, 20
